CBFb RUNX1 block: inhibitors of human CBF-beta and RUNX1 interaction | 230,000 tested, under 10 active | AID 1477 | AlphaScreen CBFb-His/RUNX1-biotin binding, biochemical | Q01196+Q13951 | Potency, µM (series often up to 59.8 µM), for the others: top-dose activity, negative = inhibition, most hits filed as inhibitors; note: % of control where 0% means no effect
Target sequence (Q01196 whole entry, looked up): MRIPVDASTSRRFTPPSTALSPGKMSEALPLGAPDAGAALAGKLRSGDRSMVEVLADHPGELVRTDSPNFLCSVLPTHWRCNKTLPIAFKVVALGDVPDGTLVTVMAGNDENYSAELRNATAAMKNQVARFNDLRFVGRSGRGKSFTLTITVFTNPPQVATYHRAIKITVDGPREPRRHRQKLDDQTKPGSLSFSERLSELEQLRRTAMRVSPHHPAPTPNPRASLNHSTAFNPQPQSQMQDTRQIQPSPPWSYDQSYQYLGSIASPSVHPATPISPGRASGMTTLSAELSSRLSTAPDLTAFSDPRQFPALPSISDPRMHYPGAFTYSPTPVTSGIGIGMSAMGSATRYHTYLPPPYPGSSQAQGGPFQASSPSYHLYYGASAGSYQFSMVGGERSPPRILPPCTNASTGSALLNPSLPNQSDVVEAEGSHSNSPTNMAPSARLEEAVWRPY
Target sequence (Q13951 whole entry, looked up): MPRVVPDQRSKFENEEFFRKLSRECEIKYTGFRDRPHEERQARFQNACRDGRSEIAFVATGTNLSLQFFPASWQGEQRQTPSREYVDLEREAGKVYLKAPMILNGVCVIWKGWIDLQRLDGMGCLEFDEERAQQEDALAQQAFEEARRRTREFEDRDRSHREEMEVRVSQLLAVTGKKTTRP
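CBFb-His/RUNX1-biotin, 30 nM each, preincubated 20 min RT; compound 15 min RT; Ni + streptavidin beads 50 ng each, 90 min RT; AlphaScreen read.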
HttQ103 aggreg: reduces HttQ103-GFP aggregates in PC12 cells. PC12 HttQ103-GFP aggregates, Acumen cytometry, 40 h. Potency, µM (series often up to 46.1 µM), inactives show at the highest dose activity change, negative = inhibition, actives largely listed as inhibitors. hit rate 1.1% among 220,000. AID 1688; note: potency is the fitted concentration of half-maximal effect; % is set by controls: 0 for no effect and ±100 for the full control effect; nearly all actives have a fitted effect of over 60% in size
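PC12 cells stably carrying ecdysone-inducible HTT exon 1 Q103–GFP were induced with tebufenozide (100 nM final) and treated with library compounds in titration. GFP aggregates in lysates were counted by laser scanning cytometry.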
HTT ATP protect: Huntington cell model cytoprotection by ATP luminescence; PC12 HTT-Q103 induced, cytoprotection, ATP luminescence, 40 h; Potency, µM (top dose mostly 56.4 µM), inactives show cytoprotection (ATP increase), most hits filed as activators; hit rate 0.14% among 230,000; AID 1471;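 note: potency is the fitted concentration of half-maximal effect; % of control where 0% means no effect; nearly all actives have a fitted effect of over 45% in size; toxic huntingtin expression switched on by the ecdysone agonist tebufenozide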
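Compounds were screened for protection of PC12 cells against cell death after tebufenozide induction (100 nM final) of mutant Huntingtin exon 1 (Q103) fused to GFP.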
GAA glycogen: inhibitors or activators of human alpha-glucosidase glycogen cleavage; hit rate 0.38% among 300,000; recombinant GAA, glycogen substrate, Amplex Red glucose oxidase fluorescence; Potency, µM (series often up to 76.4 µM), for the others: at the highest dose activity change, negative = inhibition, hits mostly inhibitors;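 note: potency is the fitted concentration of half-maximal effect; 0% = full enzyme reaction and -100% = no-enzyme basal signal; the screen sought inhibitors and activators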
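Recombinant human enzyme (4 nM); glycogen substrate; 37 C, 40 min, pH 5.0. Readout: coupled glucose oxidase/Amplex Red fluorescence.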
Lamin A splicing: LMNA splicing modulation; HeLa LMNA splicing GFP/RFP minigene ratio, 48 h; Potency, µM (titrated, usually from 46.1 µM), for inactives: at the highest dose ratio change, negative = inhibition, most hits filed as inhibitors; hit rate 0.01% among 200,000; AID 1487; active = well fitted inhibition curve with a large enough effect in the signal ratio, with a control signal flat, not every such curve was filed as active; inconclusive = small, poorly fitted or top-dose-only effect, or effect the other way, or a change in a side signal; the % refers to the signal ratio; note: potency is the fitted concentration of half-maximal effect; % is set by controls: 0 for no effect and ±100 for the full control effect
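S3 HeLa cells stably expressing lamin A-EGFP splicing minigene plus DsRed2, 600 cells/well, 48 h compound exposure at 37C. Laser-scanning cytometry; analysed as GFP (500-530 nm)/RFP (575-640 nm) total intensity ratio; 0.5% DMSO vehicle.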
GAA inhib: inhibitors of human lysosomal alpha-glucosidase; hit rate 0.005% among 200,000; P10253; Potency, µM (highest dose often 76.9 µM), inactives show at the top dose activity change, negative = inhibition, most hits filed as inhibitors; purified human GAA, 4-MU-alpha-glucoside fluorescence;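 note: potency is the fitted concentration of half-maximal effect; plate controls were uninhibited enzyme wells for no effect and no-enzyme background for full effect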
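Activity normalized between no-enzyme (basal) and enzyme-only wells. Conditions: 4 nM human enzyme, 400 uM fluorogenic substrate, citrate/phosphate pH 5.0 with Tween-20, 20 min room temperature, compounds up to 77 uM.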
aGlu spleen mod: inhibitors or activators of human alpha-glucosidase in spleen homogenate. P10253. human spleen homogenate, 4-MU-alpha-glucoside fluorescence. Potency, µM (series often up to 79.9 µM), inactives show at the top dose activity change, negative = inhibition, actives largely listed as inhibitors. hit rate 0.006% among 240,000. AID 2112;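 note: potency is the fitted concentration of half-maximal effect; 0% = enzyme with vehicle and -100% = no enzyme basal signal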
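Compounds were titrated against alpha-glucosidase in spleen homogenate at pH 5.0, with 1 mM 4-methylumbelliferyl substrate for 40 min at 37 C. Reactions were quenched with pH 10 NaOH/glycine and fluorescence measured.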
* marks the source's active call; other numbers are inactive results; ? = inconclusive; . = no result given; [ ] = dose if it differs, or a comment. Unless noted, calls come from the whole dose curve; as a rule, active = well fitted curve in the direction sought with a large enough effect; inconclusive = small, poorly fitted or top-dose-only effect, or another doubt; inactive = no such curve, though single readings can be large; an effect the other way counts as inactive or inconclusive.

Compound | CBFb RUNX1 block | HttQ103 aggreg | HTT ATP protect | GAA glycogen | Lamin A splicing | GAA inhib | aGlu spleen mod
COc1ccc(CNC(=O)COc2ccc(C(=O)c3ccc(F)cc3)cc2)cc1 | -2% | -8% | -60%[inhibitor][10 µM] | 5% | ? | 2% | 0%
COC(=O)c1ccc(NC(=S)N2CCN(Cc3ccc(Cl)cc3)CC2)cc1 | -2% | 0% | 0% | -13% | 21% | ? | -1%
Cc1c(C(=O)NCc2ccccn2)sc2nc(-c3ccccc3)cn12 | -1% | -11% | -27%[10 µM] | 3% | -12% | -15% | -6%
COc1ccc(Cn2cc([N+](=O)[O-])nc2C)cc1[N+](=O)[O-] | 5% | 9%[9.22 µM] | 24%[10 µM] | 1% | . | . | 2%
CN(C)c1ccc(C(=O)NCC2CCCO2)cc1 (centres undefined) | 12% | 11% | -13%[10 µM] | -1% | -2% | 0% | 0%
COc1ccc(C(c2nnnn2Cc2ccc(F)cc2)N2CCN(c3ccccc3)CC2)cc1 (centres undefined) | -5% | -4% | 3% | -13% | -2% | 11% | -13%
Cc1cc(C)c(S(=O)(=O)c2ccccc2)c(N2CCOCC2)n1 | -7% | -20% | 15%[10 µM] | -8% | 0%[9.22 µM] | 3% | 1%
Cc1cn(-c2cc(C(=O)Nc3ccc(C)c(NC(=O)N4CCNC4=O)c3)cc(C(F)(F)F)c2)cn1 | 9% | -44%[9.22 µM] | 14%[10 µM] | -2% | . | . | -2%
COc1ccc(-c2nc(N)n(C(=O)Cc3ccccc3)n2)cc1 | 1% | -4% | -5% | 4% | 8% | 5% | -2%
CC(C)(C)c1cccc(/C=N/O)c1O | 4% | 24%[9.22 µM] | -8% | 4% | -3% | -4% | -10%
Cc1cc2nc(C(F)(F)F)[nH]c(=O)n2n1 | 13% | -16% | -16% | -3% | 10% | -15% | -2%
CN(Cc1ccccc1)C(=O)CCS(=O)(=O)c1ccc2c(c1)n(C)c(=O)c(=O)n2C | 3% | -4% | 12% | 5% | -8% | -3% | -1%
COC(=O)C(NC(C)=O)(Nc1nc2ccc(S(C)(=O)=O)cc2s1)C(F)(F)F (centres undefined) | 5% | 3% | -5%[10 µM] | -1% | -13% | 0% | -3%
Cn1cnnc1SCc1ccc(-c2ccc(Br)cc2)o1 | ? | -1% | -10% | 4% | ? | -5% | -4%
c1cncc(Nc2nc(-c3ccncc3)cs2)c1 | -5% | -26% | 19% | -2% | 11% | 6% | -18%
Cc1ccc(-c2csc(-c3c[nH]c4ccccc34)n2)cc1 | -3% | -20% | -12% | -5% | 2% | -7% | -2%
CC(C)(C)C(=O)CNCC(=O)C(C)(C)C | 9% | 14% | -25% | -10% | 2%[46 µM] | 0% | -4%
N#CC12CCCCC1CC1CCCCC1(C#N)N2Cc1ccccn1 (centres undefined) | 24% | 2% | 9% | ? | 10% | 0% | -2%
CCOC(=O)c1c(NC(=S)NC(C)=O)sc(C)c1C | 3% | 4% | 10%[10 µM] | -7% | -9% | -1% | -11%
CCOc1cc(C(=O)Nc2c(C)ccc3nsnc23)cc(OCC)c1OCC | -4% | 1% | 30%[10 µM] | 3% | -2% | 3% | -2%
CC(C)c1cnc(NC(=O)Cc2ccccc2)s1 | 19% | . | -2% | . | . | . | 3%
CC(C)(C)n1nc2c(c1NC(=O)COc1ccc3ccccc3c1)CS(=O)C2 (centres undefined) | 4% | 6% | -15% | -12% | -6% | -4% | 5%
O=C(Nc1ccc(OC(F)(F)F)cc1)c1ccc(S(=O)(=O)N2CCOCC2)o1 | 6% | -24%[9.22 µM] | -15%[10 µM] | -23% | ? | -2% | -6%
CC(=O)CCc1oc2c([N+](=O)[O-])cccc2c1-c1ccc(C)o1 | 6% | 3%[9.22 µM] | -13%[10 µM] | 0% | . | 3% | 0%
Cc1oc(-c2ccccc2Cl)nc1CN1CCCN(C(=O)c2ccco2)CC1 | 3% | -1%[9.22 µM] | 29%[10 µM] | 4% | ? | 1% | -3%

The list goes on:
Compound | CBFb RUNX1 block | HttQ103 aggreg | HTT ATP protect | GAA glycogen | Lamin A splicing | GAA inhib | aGlu spleen mod
CCOCCOC(=O)C1=C(C)N(C)C(=O)NC1c1cc(Cl)c(O)c(OC)c1 (centres undefined) | 1% | 26% | -4% | -30% | 4% | 4% | 0%
CCCN(CCC)c1ccc(C(O)c2nnc(-c3ccccc3)o2)cc1 (centres undefined) | -7% | ? | -36% | -13% | . | -3% | 1%
CCCCNC(=O)c1nn(-c2ccccc2OC)c(=O)c2ccccc12 | 0% | -13% | 1% | -1% | -3% | -10% | 0%
CCN1C(=O)C(C(=O)Nc2ccc(OC)cc2)C2CC1(C)Oc1ccccc12 (centres undefined) | 5% | 6% | 20%[10 µM] | 0% | -1% | -1% | -15%
COc1ccc(OC)c(NS(=O)(=O)Cc2ccccc2)c1 | -2% | -19% | -15% | -6% | 6% | -9%[15.4 µM] | 4%
CN(C)C(=O)c1ccc(-c2cncnc2NCc2cccs2)cc1 | . | . | -13% | . | -2% | . | -7%
CCOC(=O)C1NC(=O)CC1c1ccccc1 (centres undefined) | 0% | -2% | 6% | 6% | 3% | 8% | -5%
O=C(Nc1ccccn1)C1CCN(S(=O)(=O)c2cccc3nonc23)CC1 | -3% | 2% | 6% | 3% | -1% | -7% | -12%
CN(Cc1ccccc1)C(=O)COC(=O)c1cncc(Br)c1 | 3% | -9% | -12% | 1% | -6%[46 µM] | -5% | 8%
O=C1c2[nH]nc(-c3ccccc3O)c2C(c2cccc(Cl)c2)N1Cc1ccco1 (centres undefined) | -21% | 3% | 5%[0.074 µM] | -10% | -2% | 3% | -3%
CCOC(=O)c1ccc(-c2ccc(/C=N/NC(=O)CN(c3ccccc3Cl)S(C)(=O)=O)o2)cc1 | 2% | 26% | 15%[1.9 µM] | -3% | -8% | 11% | -3%
CCCCNC(=O)c1cc2c(=O)n3cccc(C)c3nc2n1C | 0% | -3% | 0% | 5% | -14% | 2% | -8%
COc1ccc2c3c([nH]c2c1)C(C)N(C(C)=O)CC3 (centres undefined) | 3% | -11%[9.22 µM] | -15%[10 µM] | -6% | . | . | 8%
COC(=O)c1c(C)[nH]c(C(=O)OCC(=O)NCC(C)C)c1C | -1% | -18%[9.22 µM] | 5% | -1% | ? | -5% | 0%
O=C1/C(=C/c2cccnc2)SC(=S)N1CCc1ccccc1 | 8% | 3%[9.22 µM] | 2%[10 µM] | 1% | . | . | 9%
O=C(CN1C(=O)c2ccccc2S1(=O)=O)c1ccccc1 | 3% | -13% | -35% | -2% | -1% | -3% | -3%
COC(=O)CC1SCCNC1=O (centres undefined) | 7% | 5% | -5%[0.074 µM] | 4% | 10% | 2% | -3%
O=C(COc1ccc(Br)cc1)NNC(=S)NC(=O)c1ccccc1[N+](=O)[O-] | 8% | 10% | 4%[10 µM] | -5% | ? | 0% | -8%
O=C(NCc1ccco1)c1cc(-c2cccc(Cl)c2)on1 | 3% | -5% | -25% | 7% | 18% | -10% | -8%
O=C(NNC(=O)c1ccccc1[N+](=O)[O-])c1cccs1 | -10% | 5% | -24% | ? | . | 5% | 14%
CCCc1nnc(SCC(=O)N2CCCCC2C)n1CCOC (centres undefined) | 6% | 12%[9.22 µM] | -5%[10 µM] | 0% | ? | 9% | 4%
C=CCn1c(C)cc(C(=O)Cn2ncc(Cl)c(Cl)c2=O)c1C | . | ? | ? | 1% | ? | -10% | 5%
O=C(CNC1=NCCC1)c1ccc2c(c1)OCCO2 | 3% | 5% | 0%[10 µM] | 1% | 2% | -8% | 4%
COc1ccc(-c2cc(-c3ccc(O)cc3)nc(N)c2C#N)cc1OC | 0% | 4%[9.22 µM] | -59%[inhibitor][10 µM] | 1% | 18%[46 µM] | 0% | -1%
Cc1nc(CSc2ccccc2)cc(=O)[nH]1 | -1% | 5% | -4%[10 µM] | 3% | 14%[46 µM] | -3% | -5%

Remaining list, next part.
Compound | CBFb RUNX1 block | HttQ103 aggreg | HTT ATP protect | GAA glycogen | Lamin A splicing | GAA inhib | aGlu spleen mod
N#CCCN(Cc1cccnc1)S(=O)(=O)c1ccc(S(=O)(=O)N2CCCCCC2)cc1 | 5% | 6%[9.22 µM] | -1%[10 µM] | 6% | ? | -12% | -5%
COc1cc(C(=O)Nc2ccccn2)cc(OC)c1OC | 1% | -14% | -1% | 2% | 0% | -5% | -5%
C#CCOCCOCCOCCNc1nc(N2CCN(C(=O)[C@H]([C@@H](C)CC)n3cc([C@@H](N)CC(C)C)nn3)CC2)nc(N2CCN(C(=O)[C@H](Cc3ccc(O)cc3)n3cc([C@@H](N)CC(C)C)nn3)CC2)n1 | 5% | -4%[9.22 µM] | -6%[10 µM] | -5% | . | . | 6%
CCCCc1ccc(Nc2ncccc2C#N)cc1 | -3% | 24% | 9% | -7% | 3% | -3% | 3%
O=C(Nc1cccc(F)c1)C1C2C=CC3(CN(CCCN4CCOCC4)C(=O)C13)O2 (centres undefined) | -6% | -11% | 16%[10 µM] | 8% | -8% | 2% | -5%
Cc1c(NC2=NC(C)(C)Cc3ccccc32)c(=O)n(-c2ccccc2)n1C | 19% | -2% | 31%[1.9 µM] | -1% | -5% | -7% | 3%
Cc1cc(Nc2ccccc2)n(C(=O)c2ccccc2)n1 | 2% | 8% | -11% | 0% | -2% | 0% | -5%
COCCNC(=O)CN1CCC(NC(=O)Nc2ccccc2)CC1 | -4% | -1% | -9%[10 µM] | 0% | 7% | 11% | -13%
O=C(CSc1ccc(Cl)cc1)NNC(=O)c1cccnc1 | 12% | 24% | . | 23% | . | -5% | 5%
CC(C)/C(=N\NS(=O)(=O)c1ccc(Br)cc1)c1cccs1 | 3% | -5%[9.22 µM] | -20% | 0% | -19%[46 µM] | 1% | -4%
Cc1cccc(C)c1NC(=S)N/N=C/c1c(Cl)cccc1Cl | 12% | 9% | . | 21% | -8%[46 µM] | 7% | -1%
COc1ccc(N2C(=O)C(Cl)=C(N(CCO)Cc3ccccc3)C2=O)cc1 | -9% | 4% | -8%[10 µM] | 1% | -1% | -1% | -5%
Cc1nn(CC(=O)Nc2nnc(CC(=O)N3CCCC3)s2)c(=O)c2ccccc12 | 4% | 6% | -13% | -10% | 8% | 0% | 3%

Screens from PubChem.

No enrichment for hits (roughly 1.5% active in at least one column).
